High-throughput results as filed in PubChem BioAssay.
Tn6 DDE FP – inhibitors of Tn6 peptide binding to fibrin DD(E), primary screen, biochemical, fluorescence polarization, human fibrin, Tn6 probe | inhibition, % at 8.3 µM | AID 720509, 2013 | Fibrinogen beta chain (Homo sapiens), P02675 | 0.21% of 370,000 active | Fibrin DD(E) TRITC-Tn6 fluorescence polarization displacement;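 active = inhibition above a per-campaign cutoff: mean of compounds within control limits plus 3 SD, cut at about 15% in these data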;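 also: 0% = median of all compound wells on the plate and 100% = blocking peptide control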
Target sequence (P02675 whole entry, looked up): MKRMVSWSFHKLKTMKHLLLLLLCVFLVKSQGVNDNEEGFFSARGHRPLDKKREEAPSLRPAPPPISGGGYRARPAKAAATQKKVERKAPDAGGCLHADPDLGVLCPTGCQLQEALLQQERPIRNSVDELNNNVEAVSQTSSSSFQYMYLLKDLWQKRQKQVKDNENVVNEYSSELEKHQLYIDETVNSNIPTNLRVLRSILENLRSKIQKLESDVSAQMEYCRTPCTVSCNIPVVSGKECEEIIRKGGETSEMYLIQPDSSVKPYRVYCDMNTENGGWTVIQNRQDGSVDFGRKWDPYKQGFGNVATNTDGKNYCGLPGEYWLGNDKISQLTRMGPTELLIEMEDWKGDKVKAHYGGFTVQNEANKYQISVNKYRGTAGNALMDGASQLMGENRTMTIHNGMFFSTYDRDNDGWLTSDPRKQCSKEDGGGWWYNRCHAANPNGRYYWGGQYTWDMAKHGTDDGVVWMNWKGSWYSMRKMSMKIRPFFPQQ
DDE Tn7 FP inh – inhibitors of Tn7 peptide binding to fibrin DD(E), primary screen, biochemical, fluorescence polarization, human fibrin, Tn7 probe | FP displacement of FITC-Tn7 peptide from fibrin DD(E); 0% = median of compound wells per plate | 0.13% of 370,000 active | inhibition, % at 8.3 µM;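 active = inhibition above the mean of compounds falling within the control limits plus 3 SD of them, cut at about 14% in these data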;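 also: 0% = plate median of compound wells and 100% = 10 µM Aha-Tn7 peptide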
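Assay system: Human fibrin DD(E) protein | Medium: Tris buffer with calcium and detergent, pH 7.8 | Reagent: 0.1 µM fluorescent Tn7 | Compound dosing: Single point at 8.3 µM | Times: 10 min preincubation, 3 h with tracer, room temperature | Detection: Fluorescence polarization of the labelled Tn7 tracer | Controls: Aha-Tn7 high control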
ASAP1 inh – inhibitors of human ASAP1 ArfGAP activity, primary screen, biochemical, fluorescence polarization | Arf-GAP with SH3 domain, ANK repeat and PH domain-containing protein 1 (Homo sapiens), … | ASAP1-stimulated ARF1 GTP hydrolysis, GDP FP detection | inhibition, % at 16.5 µM | 0.19% of 360,000 active | AID 624377, 2012; in the data active = inhibition above about 25%;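 also: 0% = vehicle with enzyme and substrate and 100% = no enzyme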
Target sequence (Q9ULH1 325-724 limits assumed): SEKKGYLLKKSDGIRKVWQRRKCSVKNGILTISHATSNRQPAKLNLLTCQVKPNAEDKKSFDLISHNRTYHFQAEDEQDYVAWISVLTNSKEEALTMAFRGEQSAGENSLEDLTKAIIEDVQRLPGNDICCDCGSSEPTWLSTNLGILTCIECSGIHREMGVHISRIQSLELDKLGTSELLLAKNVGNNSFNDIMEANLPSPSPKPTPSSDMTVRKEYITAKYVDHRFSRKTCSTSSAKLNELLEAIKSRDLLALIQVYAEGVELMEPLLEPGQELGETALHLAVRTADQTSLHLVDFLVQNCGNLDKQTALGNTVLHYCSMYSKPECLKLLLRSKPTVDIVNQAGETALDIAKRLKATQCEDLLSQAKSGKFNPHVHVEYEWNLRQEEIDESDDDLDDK
TDP2 absorb – human TDP2 enzyme inhibitors, primary screen, biochemical, epi absorbance, recombinant enzyme; Tyrosyl-DNA phosphodiesterase 2 (Homo sapiens), O95551; T5PNP hydrolysis, p-nitrophenol absorbance 415 nm; inhibition, % at 12.8 µM; 0.34% of 370,000 active; AID 720702, 2013;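 active = inhibition above the mean of all tested compounds plus 3 SD, set per campaign, cut at about 25% in these data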;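 also: 0% = DMSO with enzyme and 100% = buffer with substrate but no TDP2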
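Test system: human TDP2 enzyme; Input: 120 nM TDP2 per well; Buffer or medium: Mg2+-containing Tris-HCl buffer, pH 7.5; Reagent: 5 mM T5PNP; Dosing: 12.8 µM single point, 1% DMSO; Incubation: reaction 2 h, 37 °C; Detection: p-Nitrophenol epi absorbance; Read-out: % inhibition relative to enzyme-containing and enzyme-free wells; Replicates: single well per compound.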
PLCb3 inh – human PLC-beta3 inhibitors, primary screen, biochemical, fluorescence | 0.18% of 370,000 active | 1-phosphatidylinositol 4,5-bisphosphate phosphodiesterase beta-3 (Homo sapiens), Q01970 | inhibition, % at 12.2 µM | Purified PLC-beta3, fluorogenic substrate; in the data active = inhibition above about 11%;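 also: 0% = median of compound wells on plate and 100% = full blocker control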
PLC-gamma1 inh – PLC-gamma1 enzyme inhibitors, primary screen, biochemical, fluorescence, purified enzyme | 1-phosphatidylinositol 4,5-bisphosphate phosphodiesterase gamma-1 (Homo sapiens), P19174 | inhibition, % at 12.2 µM | fluorogenic substrate | AID 720700, 2013 | 0.84% of 370,000 active; in the data active = inhibition above about 9.5%
ADAM17 inh – ADAM17 inhibitors, primary screen, biochemical, QFRET; 0.83% of 370,000 active; inhibition, % at 6.95 µM; Disintegrin and metalloproteinase domain-containing protein 17 (Homo sapiens), P78536; AID 720648, 2013; recombinant ADAM17, EDANS/DABCYL FRET peptide cleavage;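 active = inhibition above the mean of compounds lying between control limits plus 3 SD, set per campaign, cut at about 8.5% in these data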;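 also: 0% = DMSO-only wells as the low control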
ARFGAP1 inhibitor – inhibitors of rat ARFGAP1 GAP activity, primary screen, biochemical, fluorescence polarization, GDP tracer; 0.26% of 360,000 active; inhibition, % at 16.5 µM; Arfgap1-stimulated ARF1 GTP hydrolysis, GDP FP detection; ADP-ribosylation factor GTPase-activating protein 1 (Rattus norvegicus), Q62848; AID 651572, 2012;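 active = inhibition above a per-plate limit, mean inhibition of low control wells plus 3 SD, cut at about 25% in these data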;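 also: 0% = DMSO wells with enzyme and 100% = wells lacking Arfgap1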
Target sequence (Q62848 1-136 limits assumed): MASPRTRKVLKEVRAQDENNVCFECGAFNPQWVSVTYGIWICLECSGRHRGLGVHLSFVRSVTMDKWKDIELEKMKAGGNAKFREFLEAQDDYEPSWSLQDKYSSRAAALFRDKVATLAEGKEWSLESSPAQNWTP
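System: truncated rat Arfgap1 GAP domain / Benchmarks: high control wells lacking Arfgap1, low control full reaction with DMSO / Times: compound-enzyme preincubation 20 min, reaction 120 min, detection 60 min, 25 °C / Repeats: one replicate per compound / Also added: human ARF1(Δ1-17)-GTP substrate / Measured by: Tracer-displacement fluorescence polarization with EDTA stop, 620/688 nm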
ADAM10 inh – human ADAM10 inhibitors, primary screen, biochemical, QFRET, HTS. recombinant ADAM10, EDANS/DABCYL FRET peptide cleavage, 3 h. 0.62% of 370,000 active. inhibition, % at 7 µM. AID 720582, 2013. Disintegrin and metalloproteinase domain-containing protein 10 (Homo sapiens), O14672;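 active = inhibition above a per-campaign cutoff equal to the mean of compounds falling between control-based bounds plus 3 SD, cut at about 20% in these data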;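 also: 0% = DMSO wells while the 100% control is not disclosed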
SIAE primary – human SIAE inhibitors, primary screen, biochemical, fluorescence polarization, FP-Rh probe, 1536-well HTS; SIAE FP-Rh probe binding; Sialate O-acetylesterase (Homo sapiens), Q9HAT2; AID 1053197, 2014; 0.69% of 370,000 active; inhibition, % at 9.66 µM;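 active = inhibition above a cutoff: mean of compounds within the control limits plus 3 SD of those, cut at about 17% in these data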;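 also: 0% = plate median of compound wells and 100% = probe without SIAE protein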
Active calls of the source: *. An unsorted share of the library; about 3.6% have a hit in one of these screens.

COc1cc(CNc2ccc3[nH]c(=O)[nH]c3c2)ccc1OCc1ccc(Cl)cc1 was read as Tn6 DDE FP 4.7, DDE Tn7 FP inh 5.6, ASAP1 inh 9.9, TDP2 absorb -3.3, PLCb3 inh -16.8, PLC-gamma1 inh -12.2, ADAM17 inh -14.0, ARFGAP1 inhibitor 8.8, ADAM10 inh -33.9 and SIAE primary 2.0.
For O=C(CNc1cccc(Cl)c1)c1ccc(Br)cc1 the results were Tn6 DDE FP -4.8, DDE Tn7 FP inh -2.8, ASAP1 inh -5.3, TDP2 absorb -4.7, PLCb3 inh -6.0, PLC-gamma1 inh -0.9, ADAM17 inh -2.7, ARFGAP1 inhibitor 3.0, ADAM10 inh 2.0 and SIAE primary 1.6.
Screening COc1ccccc1NC(=O)C1CCN(c2ncccn2)CC1 returned Tn6 DDE FP -2.8, DDE Tn7 FP inh -11.2, ASAP1 inh -1.5, TDP2 absorb -0.8, PLCb3 inh -7.5, PLC-gamma1 inh -1.7, ADAM17 inh -3.2, ARFGAP1 inhibitor 12.3, ADAM10 inh -13.2 and SIAE primary -1.1.
For CCOC(=O)c1ccccc1N1C(=O)CSC1=S the results were Tn6 DDE FP -1.0, DDE Tn7 FP inh 5.8, ASAP1 inh 6.1, TDP2 absorb -6.2, PLCb3 inh -9.8, PLC-gamma1 inh -5.0, ADAM17 inh -2.7, ARFGAP1 inhibitor -1.0, ADAM10 inh -10.6 and SIAE primary -17.6.
CC1CN(Cc2cc(=O)oc3cc(O)ccc23)CC(C)O1 (stereo not given) was read as Tn6 DDE FP -5.9, DDE Tn7 FP inh -1.5, ASAP1 inh 5.5, TDP2 absorb -0.8, PLCb3 inh inactive, PLC-gamma1 inh inactive, ADAM17 inh inactive, ARFGAP1 inhibitor 7.3, ADAM10 inh inactive and SIAE primary -0.8.
`COc1ccc(NCc2nnc(SCC(=O)Nc3cc(C)cc(C)c3)o2)cc1` gave Tn6 DDE FP -1.7, DDE Tn7 FP inh 7.9, ASAP1 inh 3.1, TDP2 absorb -2.4, PLCb3 inh -3.8, PLC-gamma1 inh -9.4, ADAM17 inh 0.9, ARFGAP1 inhibitor -10.1, ADAM10 inh 3.9 and SIAE primary 8.0.
Screening O=C1NC(c2ccccc2)=CC(c2ccccc2O)N1 (stereo not given) returned Tn6 DDE FP 7.7, DDE Tn7 FP inh 4.6, ASAP1 inh 4.9, TDP2 absorb 0.9, PLCb3 inh 0.6, PLC-gamma1 inh -2.3, ADAM17 inh 1.7, ARFGAP1 inhibitor 8.8, ADAM10 inh -2.6 and SIAE primary 6.2.
CCOC(=O)CSc1n[nH]c(NC(=O)c2cccc(C)c2)n1 was read as Tn6 DDE FP 4.2, DDE Tn7 FP inh 6.1, ASAP1 inh -2.7, TDP2 absorb 8.5, PLCb3 inh -3.1, PLC-gamma1 inh -1.9, ADAM17 inh -4.1, ARFGAP1 inhibitor 8.0, ADAM10 inh -1.7 and SIAE primary -1.0.
`O=C(C[C@H]1C/C=C\C[C@@H](Cc2ccc(F)cc2)C(=O)OC[C@H]2CCCN2C1=O)NCCO` gave Tn6 DDE FP -6.5, DDE Tn7 FP inh -1.7, ASAP1 inh -13.6, TDP2 absorb -2.8, PLCb3 inh 2.4, PLC-gamma1 inh 2.8, ADAM17 inh 2.0, ARFGAP1 inhibitor 11.9, ADAM10 inh 0.5 and SIAE primary 9.0.
For CCC(=O)N1CCCC1(C)C(=O)Nc1ccc2c(c1)CCN2C(C)=O (stereo not given) the results were Tn6 DDE FP 5.3, DDE Tn7 FP inh -0.8, ASAP1 inh 1.8, TDP2 absorb 1.8, PLCb3 inh 1.5, PLC-gamma1 inh -2.1, ADAM17 inh -4.7, ARFGAP1 inhibitor 8.0, ADAM10 inh -7.7 and SIAE primary -0.1.
Screening O=[N+]([O-])c1cc(/C=N/N2CCN(C3c4ccccc4-c4ccccc43)CC2)ccc1Cl returned Tn6 DDE FP -12.5, DDE Tn7 FP inh 6.9, ASAP1 inh -9.4, TDP2 absorb 8.6, PLCb3 inh 1.9, PLC-gamma1 inh 3.4, ADAM17 inh -1.9, ARFGAP1 inhibitor -0.7, ADAM10 inh 1.4 and SIAE primary -9.3.
CC/C(=N\Nc1ccc([N+](=O)[O-])cc1[N+](=O)[O-])c1ccc(O)cc1 was read as Tn6 DDE FP 6.5, DDE Tn7 FP inh 10.0, ASAP1 inh -14.6, TDP2 absorb 7.9, PLCb3 inh -2.5, PLC-gamma1 inh 3.0, ADAM17 inh -2.0, ARFGAP1 inhibitor -9.8, ADAM10 inh 4.2 and SIAE primary 0.8.
For O=C(Nc1ccccc1F)C1CC1c1ccccc1 (stereo not given) the results were Tn6 DDE FP -0.8, DDE Tn7 FP inh -4.8, ASAP1 inh -2.8, TDP2 absorb -5.6, PLCb3 inh 1.2, PLC-gamma1 inh 2.0, ADAM17 inh -0.4, ARFGAP1 inhibitor -5.1, ADAM10 inh 9.8 and SIAE primary -4.2.
CCCCn1c(=O)c(CCC(=O)OC(C)C(=O)Nc2cccc(Cl)c2Cl)nc2ccccc21 (stereo not given) was read as Tn6 DDE FP -2.8, DDE Tn7 FP inh -0.1, ASAP1 inh 7.7, TDP2 absorb -3.4, PLCb3 inh -2.1, PLC-gamma1 inh 6.6, ADAM17 inh -10.1, ARFGAP1 inhibitor 14.2, ADAM10 inh -12.6 and SIAE primary -7.0.
Screening COc1cc2c(cc1OC)-c1cc(NC3CC3)nc(=O)n1CC2 returned Tn6 DDE FP -4.7, DDE Tn7 FP inh -5.9, ASAP1 inh -8.6, TDP2 absorb -5.9, PLCb3 inh -118.2, PLC-gamma1 inh -91.7, ADAM17 inh -49.5, ARFGAP1 inhibitor 8.0, ADAM10 inh -166.2 and SIAE primary 5.1.
Screening Cc1ccc(S(=O)(=O)CCC(=O)OCC(=O)N(C)C2CCS(=O)(=O)C2)cc1 (stereo not given) returned Tn6 DDE FP -6.1, DDE Tn7 FP inh 1.0, ASAP1 inh -16.3, TDP2 absorb -7.6, PLCb3 inh 0.1, PLC-gamma1 inh -0.9, ADAM17 inh -2.8, ARFGAP1 inhibitor 11.4, ADAM10 inh 8.2 and SIAE primary -3.6.
C[C@H](CO)N1C[C@H](C)[C@@H](CN(C)S(=O)(=O)c2ccc3c(c2)OCCCO3)OCc2cn(nn2)CCCC1=O was read as Tn6 DDE FP 1.4, DDE Tn7 FP inh 0.7, ASAP1 inh -5.3, TDP2 absorb -9.2, PLCb3 inh 4.1, PLC-gamma1 inh 9.5*, ADAM17 inh 2.1, ARFGAP1 inhibitor 1.3, ADAM10 inh 13.7 and SIAE primary -0.1.
O=C(N[C@H]1C/C=C\C[C@@H](CC(=O)N(CCO)Cc2ccccc2)C(=O)NC[C@H](c2ccccc2)OC1=O)OCC1c2ccccc2-c2ccccc21 was read as Tn6 DDE FP 1.9, DDE Tn7 FP inh -7.7, ASAP1 inh -1.3, TDP2 absorb -12.9, PLCb3 inh 9.3, PLC-gamma1 inh 3.6, ADAM17 inh 17.2*, ARFGAP1 inhibitor 10.2, ADAM10 inh 19.8 and SIAE primary -24.9.
For COc1ccc(-c2oc3ccc(-c4ccc5c(c4)OCO5)cc3c2C#CC2(O)CCCCC2)cc1 the results were Tn6 DDE FP -3.2, DDE Tn7 FP inh 5.1, ASAP1 inh 7.2, TDP2 absorb -1.2, PLCb3 inh -205.0, PLC-gamma1 inh -105.4, ADAM17 inh -79.2, ARFGAP1 inhibitor 10.2, ADAM10 inh -253.3 and SIAE primary -23.3.
O=[N+]([O-])c1ccc(NCCCN2CCC(C(O)(c3ccccc3)c3ccccc3)CC2)cc1 was read as Tn6 DDE FP -0.7, DDE Tn7 FP inh -6.5, TDP2 absorb -21.8, PLCb3 inh 9.7, PLC-gamma1 inh 13.0*, ADAM17 inh 7.1, ADAM10 inh 12.0 and SIAE primary 2.0.
For Cc1ccc2nc(NCc3ccccc3)[nH]c2c1 the results were Tn6 DDE FP -3.9, DDE Tn7 FP inh -5.9, ASAP1 inh 5.3, TDP2 absorb 6.9, PLCb3 inh 2.4, PLC-gamma1 inh 1.8, ADAM17 inh 0.5, ARFGAP1 inhibitor 4.6, ADAM10 inh 0.4 and SIAE primary 1.2.
`Cc1cccc(Nc2ncccc2C(=O)NCc2cccs2)c1C` gave Tn6 DDE FP -2.4, DDE Tn7 FP inh -5.5, ASAP1 inh 7.7, TDP2 absorb -0.3, PLCb3 inh 4.5, PLC-gamma1 inh 3.5, ADAM17 inh 10.0*, ARFGAP1 inhibitor 26.2*, ADAM10 inh 15.8 and SIAE primary -1.8.
`Cc1nc(C)c(CC(=O)N2CCc3c([nH]c4ccccc34)C2c2ccccn2)s1` (stereo not given) gave Tn6 DDE FP -2.4, DDE Tn7 FP inh 7.7, ASAP1 inh 1.9, TDP2 absorb 5.4, PLCb3 inh -60.5, PLC-gamma1 inh -53.6, ADAM17 inh -9.5, ARFGAP1 inhibitor -1.6, ADAM10 inh -41.0 and SIAE primary 4.5.

No new results follow: entries from further up.
`Cc1cccc(Nc2ncccc2C(=O)NCc2cccs2)c1C` gave Tn6 DDE FP -2.4, DDE Tn7 FP inh -5.5, ASAP1 inh 7.7, TDP2 absorb -0.3, PLCb3 inh 4.5, PLC-gamma1 inh 3.5, ADAM17 inh 10.0*, ARFGAP1 inhibitor 26.2*, ADAM10 inh 15.8 and SIAE primary -1.8.
`Cc1nc(C)c(CC(=O)N2CCc3c([nH]c4ccccc34)C2c2ccccn2)s1` (stereo not given) gave Tn6 DDE FP -2.4, DDE Tn7 FP inh 7.7, ASAP1 inh 1.9, TDP2 absorb 5.4, PLCb3 inh -60.5, PLC-gamma1 inh -53.6, ADAM17 inh -9.5, ARFGAP1 inhibitor -1.6, ADAM10 inh -41.0 and SIAE primary 4.5.
